aSyn yeast rescue: rescues yeast growth from alpha-synuclein toxicity; actives 0.02% (n = 94,000); S. cerevisiae alpha-synuclein toxicity rescue, BacTiter-Glo growth, 24 h; AID 1347070; Potency, µM (titrated, usually from 46.1 µM), inactives show top-dose growth rescue (activation), most hits filed as activators; active = well fitted activation curve with a large enough effect; note: 0% is about no effect
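Growth restoration measured by BacTiter-Glo luminescence after 24 hr at 30 deg C; alpha-synuclein yeast, raffinose-pregrown to mid-log, were added at OD600=0.02 in galactose medium onto pinned compounds.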
Numbers without * were called inactive; [ ] = remark or other dose. Potency is the fitted concentration of half-maximal effect.

SMILES	aSyn yeast rescue
CCOC(=O)c1sc2ncn(CC(=O)Nc3ccc(F)cc3F)c(=O)c2c1C	0%
COCCN(C(=O)COC(=O)CSc1ccc2ccccc2c1)c1c(N)n(Cc2ccccc2)c(=O)[nH]c1=O	-2%
Cc1ccc(NC(=O)CCn2c(=O)c3cccn3c3ccccc32)c(Cl)c1	-5%
O=C(NCc1nnnn1-c1ccc(F)cc1)c1ccc2ccccc2c1	7%
Cc1cccc(CN(C)C[C@H]2OCc3cnnn3CCCC(=O)N([C@@H](C)CO)C[C@@H]2C)c1	-4%
CC1CCCCN1CCCNC(=O)c1[nH]c2ccccc2c1Sc1ccc(Cl)cc1 (stereo unspecified)	6%
Cn1c(CCNC(=O)c2ccco2)nc2ccccc21	4%
Cc1ccc(C2=NO[C@@](CC(=O)O)(C(=O)Nc3ccc4c(c3)OCCO4)C2)cc1	9%
O=C1c2cccc3cccc(c23)C(=O)N1Cc1ccccn1	-9%
COCCn1c(=NC(=O)CN2C(=O)CCC2=O)sc2cc(S(N)(=O)=O)ccc21	-4%
Cc1ccc(NC(=O)Cn2c(=O)ccc3cc(S(=O)(=O)N4CCCC4)ccc32)cc1C	-3%
Cc1ccc(NC(=O)Cn2c(=O)nc(-c3ccccc3)c3ccccc32)cc1F	-1%
COc1ccc(NC(=O)COC(=O)c2ccc(OCc3ccccc3Cl)c(OC)c2)c(OC)c1	-4%
CCCOc1cccc(C(=O)Nc2cc(-c3ccccc3)no2)c1	0%
CCOC(=O)c1ccc(N2CSC3=C(C#N)C(c4cccs4)CC(=O)N3C2)cc1 (stereo unspecified)	-2%
O=C(Nc1ccc(C(=O)OCc2cc(=O)n3nc(C4CC4)sc3n2)cc1)c1ccccc1	3%
CCc1cc2c(SCc3nc4sc(C(C)=O)c(C)c4c(=O)[nH]3)ncnc2s1	-6%
O=c1[nH]c(C2CCN(S(=O)(=O)c3ccc4c(c3)OCCO4)CC2)nc2c1nnn2Cc1cccc(F)c1	-3%
COc1ccc(Cn2nnnc2CN2CCN(c3ccc(OC)cc3)CC2)cc1	14%
COc1ccc(NC(=O)C(=O)NCC2CCCN2S(=O)(=O)c2cc(C)ccc2C)cc1 (stereo unspecified)	12%

Retrieved one by one from the entries so far, 3 records:
SMILES	aSyn yeast rescue
O=C1c2cccc3cccc(c23)C(=O)N1Cc1ccccn1	-9%
COCCn1c(=NC(=O)CN2C(=O)CCC2=O)sc2cc(S(N)(=O)=O)ccc21	-4%
COCCN(C(=O)COC(=O)CSc1ccc2ccccc2c1)c1c(N)n(Cc2ccccc2)c(=O)[nH]c1=O	-2%

Other entries.
SMILES	aSyn yeast rescue
CC(C)NC(=O)N(C)C[C@H]1OCc2cnnn2CCCC(=O)N([C@H](C)CO)C[C@@H]1C	3%
CCOc1ccccc1NC(=S)N(CCN(C)C)C(C)c1ccncc1 (stereo unspecified)	3%
CCN(CC)CCNC(=O)Cn1nc(C)c2c(C)n(-c3ccccc3)nc2c1=O	2%
O=[N+]([O-])c1ccccc1C(=Nc1ccccc1)c1c(O)cc(O)cc1O	-6%
O=C(NCCc1csc(-c2ccc(C(F)(F)F)cc2)n1)c1ccc(F)c(F)c1	-18%
O=S(=O)(NCCc1ccccc1)c1ccc(N2CCCCS2(=O)=O)cc1	-7%
CCCCN1C(=O)c2[nH]nc(-c3ccccc3O)c2C1c1cccc(OCc2ccccc2)c1 (stereo unspecified)	1%
COC(=O)CSCc1nc(-c2ccc(C(=O)OC)cc2)oc1C	-12%
CSc1c2c(nc3ncnn13)CCC2	-4%
CCN(CC)c1ccc(-c2nnc(SCC(=O)N(CCOC)c3c(N)n(CC(C)C)c(=O)[nH]c3=O)o2)cc1	-1%
Cc1cc(N)c(-n2cc3c(c2-c2ccc(Br)cc2)c(=O)n(C)c(=O)n3C)cc1C	9%
CN(C1CCCCC1)S(=O)(=O)CCNC(=O)c1ccccc1	7%
COCCn1c(=O)[nH]c2cc(C(=O)N3CCN(c4cccc(Cl)c4)CC3)ccc2c1=O	8%
O=C(COC(=O)CNC(=O)c1ccccc1F)Nc1nnc(-c2ccccc2)o1	-2%
Cc1cc(C(=O)C(=O)Nc2nncs2)c(C)n1-c1ccc(Cl)cc1	-8%
CCOc1cc(CNCCSc2nnnn2C)ccc1OCc1ccc(Cl)cc1Cl	-27%
CCc1noc(C)c1C(=O)Nc1cc(S(=O)(=O)N2CCCCC2)ccc1N(C)C	3%
COc1ccc(-c2nnc(SCC(=O)Oc3cc(C)ccc3C)o2)cc1	1%
COc1cccc(-c2cc(C(=O)N3CCOCC3)no2)c1	2%
CCOCCCN(Cc1ccco1)C(=O)c1cc2c(s1)-c1c(C)cccc1OC2	23%
COc1ccc(NC(=O)CSc2nnc(NC(=O)NC3CCCCC3)s2)cc1OC	2%
CC(=O)NCc1cn2c(C)csc2n1	-3%
O=C(CSc1n[nH]c(-c2ccccc2)n1)N1CCN(c2ccccc2F)CC1	5%
NC1=NC(c2ccc(Cl)cc2)N(c2ccc(S(N)(=O)=O)cc2)C(N)=N1 (stereo unspecified)	4%
N#Cc1c(-n2ncnc2-c2ccc(Br)cc2)sc2c1CCCCC2	-8%
CCOC(=O)C1CCCN(C(=O)c2ccccc2[N+](=O)[O-])C1 (stereo unspecified)	5%
CCOc1ccc(NS(=O)(=O)c2ccc3c(c2)N(C(C)=O)CC3)cc1	1%
CCOC(=O)c1c(NC(=O)CSc2cn(CCNC(=O)c3ccc(OC)cc3)c3ccccc23)sc2c1CCCC2	6%
CCN(CC)CCNC(=O)NC(=O)c1ccc(Cl)cc1	-16%
Cc1oc2c(c1C(=O)Nc1ccc(OC(F)(F)F)cc1)C1=NCCN1C=N2	-13%
COc1ccc(CNC(=O)C2CCC(CNc3c(N4CCCCC4)c(=O)c3=O)CC2)cc1 (stereo unspecified)	0%
COc1ccc(-c2ccc(NS(=O)(=O)c3ccccc3)cc2)nn1	6%
c1ccc(-c2ncc(-c3ccn[nH]3)s2)cc1	0%
O=C(NCc1ccccc1Cl)c1ccc2ccccc2n1	10%
CC1CCCCN1CCCNC(=O)Cn1ncc2c3ccccc3n(C)c2c1=O (stereo unspecified)	11%
CCCCN1C(=O)C(CC(=O)NCCN2CCOCC2)CC(C(=O)N(C(C)C)C(C)C)=C1C (stereo unspecified)	-11%
O=C1NC(Cc2ccc(O)cc2)c2nc3ccc(F)cc3c(=O)n2-c2cc3ccccc3cc21 (stereo unspecified)	4%
Cc1ccc(S(=O)(=O)N2CCCC(C(=O)NCCC(C)C)C2)cc1 (stereo unspecified)	10%
COc1ccccc1N1CCN(C(=O)C2CCN(S(=O)(=O)c3cccc4nonc34)CC2)CC1	5%
O=C(O)CSc1nc(-c2cccs2)cc(C(F)(F)F)n1	13%

In a second layout: three of the compounds above.
mol | aSyn yeast rescue
COc1ccc(CNC(=O)C2CCC(CNc3c(N4CCCCC4)c(=O)c3=O)CC2)cc1 (stereo unspecified) | 0%
COc1ccc(-c2ccc(NS(=O)(=O)c3ccccc3)cc2)nn1 | 6%
c1ccc(-c2ncc(-c3ccn[nH]3)s2)cc1 | 0%

Continuation:
SMILES	aSyn yeast rescue
Cc1ccc(C)c(NC(=O)Cn2c(=O)n(CCCS(=O)(=O)C3CCCCC3)c(=O)c3ccccc32)c1	0%
CCN(CCNS(=O)(=O)c1ccc2[nH]c(=O)sc2c1)c1ccccc1	-6%
Cc1cc(NC(=O)C(C)C)cc(-c2nc3ncccc3o2)c1O	6%
CN=C1SC(CC(=O)Nc2ccc(F)cc2F)C(=O)N1/N=C(\C)c1cccc(OCC(=O)O)c1 (stereo unspecified)	-5%
Cn1c(=O)c2c(SCC(=O)N3CCN(c4ccccc4)CC3)nc(C3CC3)nc2n(C)c1=O	2%
CCOc1ccccc1Nc1nnc(-c2cc3cc(Cl)ccc3oc2=O)s1	25%
O=C(NCc1ccccc1Cl)C1CCN(S(=O)(=O)Cc2ccccc2)CC1	-4%
CN(C)c1ccc(C=Cc2ccnc3c(O)cccc23)cc1	7%
Cc1cc(C)cc(OCCSc2nc(-c3ccc(C(C)(C)C)cc3)nc3cc(=O)[nH]n23)c1	-3%
Cc1nc2ccn(Cc3cccs3)c(=O)c2cc1C(=O)NCc1ccc(Cl)cc1	-2%
O=C(Nc1ccccc1C(=O)Nc1ccccc1)c1ccco1	5%
CC1=C(C(=O)N(C)C)CC(CC(=O)NC(c2ccccc2)c2ccccc2)C(=O)N1CCC1=CCCCC1 (stereo unspecified)	10%
CCOc1ccc(Nc2cc(C(=O)NCc3ccccc3Cl)c3ccccc3n2)cc1	0%
O=C(N/N=C/c1ccco1)C(O)C(O)C(=O)N/N=C/c1ccco1 (stereo unspecified)	-3%
COc1ccccc1-c1nc(SCC(=O)c2ccc(Cl)cc2)n[nH]1	-11%
CCOC(=O)c1c(C)[nH]c(C)c1S(=O)(=O)N1CCN(c2cc(Cl)ccc2C)CC1	4%
CCOc1ccccc1N1CCN(C(=O)CNC(=O)c2ccccc2F)CC1	-6%
NS(=O)(=O)c1ccc(NC(=O)C(=O)NCCC(=O)O)cc1	2%
CC(C)Oc1ccc(C(CC(=O)O)NC(=O)C(Sc2ccccc2)c2ccccc2)cc1 (stereo unspecified)	9%
O=C(O)C1SCCN1S(=O)(=O)c1ccc(N=NN2CCOCC2)cc1 (stereo unspecified)	5%

5 entries from above, as comma-separated lines:
Structure,aSyn yeast rescue
O=C(O)CSc1nc(-c2cccs2)cc(C(F)(F)F)n1,13%
Cn1c(CCNC(=O)c2ccco2)nc2ccccc21,4%
COC(=O)CSCc1nc(-c2ccc(C(=O)OC)cc2)oc1C,-12%
CC(C)NC(=O)N(C)C[C@H]1OCc2cnnn2CCCC(=O)N([C@H](C)CO)C[C@@H]1C,3%
Cc1ccc(NC(=O)CCn2c(=O)c3cccn3c3ccccc32)c(Cl)c1,-5%

Next records
SMILES	aSyn yeast rescue
O=C(CN(C(=O)CCC(=O)Nc1nccs1)c1ccc(F)cc1)NCc1ccc2c(c1)OCO2	-1%
CCOc1ccccc1NC(=O)Cn1cc(C(=O)c2cccc(OC)c2)c(=O)c2ccc(C)nc21	9%
Cc1ccc(Nc2nc(C)c(NC(=O)c3ccc(C)cc3)c(Nc3ccc(C)cc3)n2)cc1	-33%[inhibitor]
Cc1ccc(S(=O)Cc2ccc(C(=O)NC3CCCCCC3)o2)cc1 (stereo unspecified)	-13%
CC(C)C(=O)NC(CC(=O)O)c1ccccc1 (stereo unspecified)	-8%
CCOc1ccc(Nc2oc(-c3ccc(COc4ccc(C)cc4)o3)nc2C#N)cc1	5%
COc1ccc(C(=O)NCCn2cc(SCc3cc(C)ccc3C)c3ccccc32)cc1	1%
Cc1ccnc(NS(=O)(=O)c2cc(-c3cc(C)no3)ccc2C)c1	-5%
COc1cc(OC)cc(C(=O)NCCSc2c[nH]c3ccccc23)c1	-1%
COc1cccc(COC(=O)CSCC(=O)Nc2ccc(C)cc2)c1OC	-12%
COc1cc(NC(=O)CNS(=O)(=O)c2cccs2)cc(OC)c1OC	8%
Cc1ccc(C)c(CN2C(=O)c3ccccc3S(=O)(=O)c3ccc(C(=O)N4CCN(c5ccccc5F)CC4)cc32)c1	8%
COc1ccc(CN(CC(=O)NCC2CCCO2)C(=O)CCC(=O)Nc2nccs2)cc1 (stereo unspecified)	-39%[inhibitor]
Cc1ccccc1S(=O)(=O)NC1OC(=O)C(Oc2ccccc2)=C1Br (stereo unspecified)	5%
Cc1c(Cl)cccc1N1CC(c2nc3ccccc3n2Cc2ccccc2F)CC1=O (stereo unspecified)	13%
COc1ccc(NC(=O)c2c(C)oc3ccc(O)c(CN4CCC(C)CC4)c23)cc1	5%
CC(C)c1nc2sc(C(=O)O)c(N)c2c2c1CCCC2	13%
COc1cc(CN(C(=O)c2ccc(Cl)cc2)C2CCS(=O)(=O)C2)cc(OC)c1OC (stereo unspecified)	-2%
Cc1cccc(C(=O)Nc2cc3c(cc2N2CCCCC2)n(C)c(=O)n3C)c1	6%
COc1ccccc1N1CCN(C(=O)c2cn(C)c3ccc(S(=O)(=O)N4CCOCC4)cc3c2=O)CC1	3%

4 entries from above, as comma-separated lines:
Molecule,aSyn yeast rescue
COc1ccc(NC(=O)c2c(C)oc3ccc(O)c(CN4CCC(C)CC4)c23)cc1,5%
CC(C)c1nc2sc(C(=O)O)c(N)c2c2c1CCCC2,13%
COc1cc(CN(C(=O)c2ccc(Cl)cc2)C2CCS(=O)(=O)C2)cc(OC)c1OC (stereo unspecified),-2%
Cc1cccc(C(=O)Nc2cc3c(cc2N2CCCCC2)n(C)c(=O)n3C)c1,6%

More structures.
SMILES	aSyn yeast rescue
CCCCNC(=O)Cn1c(=O)cc(C)c2c(C)nn(-c3ccc(CC)cc3)c21	-4%
COc1ccc(NCc2cc3cc4c(cc3n(CC(=O)Nc3ccc(C)cc3)c2=O)OCO4)cc1	-8%
CC1CCN(Cc2c(O)ccc3c(=O)c(Oc4ccccc4Cl)c(C(F)(F)F)oc23)CC1	9%
COc1cc(Cl)c(C)cc1Nc1nc2ccccc2nc1NS(=O)(=O)c1ccccc1	-13%
NC(=O)c1ccsc1NC(=O)COC(=O)Cc1n[nH]c(=O)c2ccccc12	-5%
Cc1ccc(-c2nc(CS(=O)CC(=O)NCCC(C)C)c(C)o2)cc1 (stereo unspecified)	0%
O=C(CNc1cccc([N+](=O)[O-])c1)NCCCc1ccccc1	0%
CC(C)(C)NC(=O)c1cc(NC(=O)c2cccs2)cc(NC(=O)c2cccs2)c1	6%
Cc1ccccc1OCC(=O)NCCNC(=O)c1ccncc1	-3%
CN(C)c1ccc(NC(=O)c2cccc(C(=O)Nc3ccc(N(C)C)cc3)n2)cc1	-11%
O=C(Cn1c(=O)c2cccn2c2cccnc21)NCc1ccccc1F	4%

Not all compounds are listed. The share of hits here may be higher or lower than overall.
